RAD54 inh – blocks human RAD54 Holliday junction branch migration | Q92698 | FAM/BHQ fluorescence | inhibition, % at 10.4 µM | hit rate 0.14% among 360,000 | AID 602329;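 active means mean normalized replicate activity at least 40 and at least half of replicates scoring 40 or more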;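 further: 0% = median of neutral control wells and 100% = median of positive control wells; inhibitors cause a drop in the FAM fluorescence signal; in these data hits start at about 50%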
FN deposit inh – fibronectin deposition inhibition; AH1F fibroblasts, Alexa488-fibronectin deposition fluorescence, overnight; inhibition, % at 12.6 µM; hit rate 0.086% among 350,000; AID 743247;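 active means mean inhibition across replicates of 30% or more, regardless of how many single replicates reach that level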;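 further: positive control wells lacked labelled fibronectin entirely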
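material = AH1F fibroblast monolayer depositing Alexa488-labelled fibronectin into matrix | amount = 10000 AH1F cells/well | buffer or medium = DMEM plus 2% serum, read in PBS | incubation = 1 h cell adhesion before compound, then overnight fibronectin incubation | detection = fluorescence at 485 nm excitation, 525 nm emission | evaluation = percent inhibition as loss of matrix-bound fibronectin fluorescence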
Xi reactivation – reactivates the inactive X chromosome in mouse fibroblasts | XiGFP mouse fibroblasts, % GFP-positive cells imaging, 3 d; cells co-treated with 5-aza-dC sensitizer; scaled so ellipticine positive control = 100% | activation, % at 7.58 µM | hit rate 0.055% among 360,000 | AID 743238;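 active means mean normalized replicate activation at least 10% and every replicate at or above 10%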;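 further: 0% = median of on-plate neutral control wells and 100% = ellipticine 6 µM median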
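System: XiGFP fibroblasts, SV40-immortalized. Medium: DMEM plus 5-aza-dC sensitizer. Doses: single point. Timing: 3 d treatment, 15 min room-temperature fixation. Control set: ellipticine 6 µM.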
S100A4 inh HTS – blocks human S100A4 binding to myosin IIA peptide | S100A4/TAMRA-MyoIIA peptide fluorescence polarization | inhibition, % at 10.7 µM | hit rate 0.14% among 360,000;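 active means mean inhibition of at least 70% across replicates, with every replicate also reaching that level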
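assay system = human S100A4 monomer with TAMRA-labelled myosin IIA peptide | also added = labelled myosin peptide probe, 5 nM | incubation = 5 min between mix addition and reading | control set = DMSO and TFP controls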
RAD52 anneal inh – inhibitors of human RAD52 DNA annealing; recombinant RAD52 DNA annealing, FRET fluorescence; P43351; inhibition, % at 18.7 µM; hit rate 0.46% among 360,000;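 active means every replicate showing at least 50% inhibition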
Target sequence (P43351 whole entry, looked up): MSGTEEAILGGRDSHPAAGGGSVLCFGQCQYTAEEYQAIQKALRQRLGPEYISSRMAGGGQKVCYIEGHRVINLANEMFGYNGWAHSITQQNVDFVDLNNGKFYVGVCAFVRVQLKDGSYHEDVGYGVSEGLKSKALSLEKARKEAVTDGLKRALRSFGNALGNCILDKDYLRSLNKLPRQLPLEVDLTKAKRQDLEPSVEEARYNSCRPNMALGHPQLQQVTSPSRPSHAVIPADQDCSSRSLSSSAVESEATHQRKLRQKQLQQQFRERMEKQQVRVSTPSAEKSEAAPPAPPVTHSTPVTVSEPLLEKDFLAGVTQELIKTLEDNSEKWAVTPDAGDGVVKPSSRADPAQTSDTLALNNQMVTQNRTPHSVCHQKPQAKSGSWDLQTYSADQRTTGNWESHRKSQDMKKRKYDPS
esBAF inh – SWI/SNF esBAF complex inhibition | hit rate 2% among 350,000 | reporter increase, % at 12.5 µM | mouse ES cells, Bmi1-luciferase knock-in reporter, 24 h; 100% = twice the neutral-well signal; in the data active means activation above about 40%;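 further: 0% = median of the plate's neutral control wells and 100% = double that signal; a rise in the Bmi1 reporter signal indicates esBAF inhibition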
EWS-Fli inh – inhibitors of EWS/Fli oncoprotein transcriptional activity; A673 NR0B1-luciferase reporter, viability-normalised; inhibition, % at 12.6 µM; hit rate 0.67% among 350,000; AID 651661;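 active means mean inhibition of at least 50% after viability correction, with every replicate also passing that limit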;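 further: firefly luciferase signal divided by Alamar Blue viability fluorescence both relative to DMSO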
E-selectin induc – induces E-selectin expression in human endothelial cells | HUVEC E-selectin immunofluorescence imaging; normalized: neutral wells 0, TNF-alpha wells 100 | P16581 | activation, % at 7.58 µM | hit rate 0.37% among 260,000;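 active means mean E-selectin-positive cell signal at least 10% of the positive control, reached in at least 60% of replicates, without over 20% cell loss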;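 further: in these data hits start at about 27%; measured in HUVEC primary endothelial cells; signal is the percent of cells scored E-selectin positive by PE staining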
Target sequence (P16581 whole entry, looked up): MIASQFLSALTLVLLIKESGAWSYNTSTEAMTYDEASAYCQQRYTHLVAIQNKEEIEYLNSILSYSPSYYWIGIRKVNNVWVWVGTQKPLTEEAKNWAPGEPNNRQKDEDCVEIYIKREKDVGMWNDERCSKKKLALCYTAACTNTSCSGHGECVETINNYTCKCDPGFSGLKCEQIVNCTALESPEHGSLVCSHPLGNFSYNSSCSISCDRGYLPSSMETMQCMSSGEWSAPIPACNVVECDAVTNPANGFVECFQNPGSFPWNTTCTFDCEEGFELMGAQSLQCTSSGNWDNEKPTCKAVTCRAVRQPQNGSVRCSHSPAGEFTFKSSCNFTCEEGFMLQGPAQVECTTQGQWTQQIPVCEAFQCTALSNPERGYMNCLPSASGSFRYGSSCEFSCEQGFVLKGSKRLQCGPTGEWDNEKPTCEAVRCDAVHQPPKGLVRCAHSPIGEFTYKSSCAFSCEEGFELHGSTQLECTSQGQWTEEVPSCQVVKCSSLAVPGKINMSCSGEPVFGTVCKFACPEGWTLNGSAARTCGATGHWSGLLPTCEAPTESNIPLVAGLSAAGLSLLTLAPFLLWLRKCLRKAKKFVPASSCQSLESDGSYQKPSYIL
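Test system: HUVEC | Signal: Immunofluorescence imaging | Read-out: Percent E-selectin-positive cells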
The depositor's hits bear a star; nt = no result given; & = joins results of further samples.

No.	mol	RAD54 inh	FN deposit inh	Xi reactivation	S100A4 inh HTS	RAD52 anneal inh	esBAF inh	EWS-Fli inh	E-selectin induc
1	Cc1ccc(S(=O)(=O)NCC2CCN(C(=O)C(=O)c3cc4ccccc4o3)CC2)cc1	nt	6	0.0	1	-22	nt	19	0.4
2	CCOc1ccccc1NC(=O)Cn1c(=O)sc2ccccc21	nt	6	0.1	-6	-14	nt	6	8.8
3	COc1ccc(/C=N/NC(=S)Nc2ccccc2)cc1COc1ccc(Br)cc1	-11	-2	-0.2	-4	-19	-7	8	-0.1
4	Cc1ccc(S(=O)(=O)NCC[C@@H]2CC[C@@H](NC(=O)c3cnccn3)[C@@H](CO)O2)cc1	3	nt	0.4	2	4	-5	7	-1.0
5	CN1C(=O)/C(=C/C=C2/CCCN2C)N(C)C1=S	-1	nt	0.0	-4	-40	5	-18	nt
6	COc1ccc(S(=O)(=O)N(CC(=O)N/N=C/c2cccs2)c2cc(C)cc(C)c2)cc1OC	-4	nt	nt	-1	-23	-2	-4	nt
7	CC(=O)N1[C@H](CN(C(=O)c2ccc(F)cc2)C(C)C)[C@@H](c2ccccc2)[C@@H]1CO	-6	6	0.0	nt	nt	1	1	0.2
8	O=C(CCn1ccnc1)Nc1cc(Cl)ccc1O	4	-8	0.0	6	5	-4	33	nt
9	Cc1ccc2nc(NC(=S)NC(=O)c3ccc(OC(C)C)cc3)sc2c1	nt	5	0.0	-6	-10	nt	-17	nt
10	COc1ccc(OCCCC(=O)Nc2ccc(OC)c(S(=O)(=O)N3CCOCC3)c2)cc1	2	-20	0.4	-5	-18	7	8	nt
11	O=C(COC(=O)COc1ccccc1F)Nc1cccc(S(=O)(=O)N2CCCCC2)c1	-3	6	-0.1	-2	-2	-1	3	nt
12	O=C(NCc1ccccc1)c1ccc(Br)o1	7	-2	0.0	-6	-17	-11	-2	0.0
13	CO[C@H]1CN(C)C(=O)c2ccc(NC(=O)Nc3cc(F)ccc3F)cc2OC[C@H](C)N(C(=O)c2cnccn2)C[C@@H]1C	-9	-1	0.1	nt	2	16	-2	0.0
14	COc1ccc(-c2c(C)nn(-c3ccccc3)c2NC(C)=O)cc1OC	-5	29	0.0	-4	-12	-12	2	nt
15	Cc1ccc(C(=O)N/N=C2\CCc3ccccc32)c(C)c1	2	-5	0.0	2	-10	nt	-50	nt
16	CN(Cc1ccccc1)c1cc2c(c3c1ccn3C)C1CCC2C1 (stereo not given)	-13	-13	0.0	-3	58*	1	-23	0.0
17	COc1cc(/C=N/NC(=O)c2c(C)nnn2-c2nonc2N)ccc1O	nt	2	0.6	-2	-2	nt	6	0.0
18	COc1ccc(NC(=O)Nc2cccc3c2O[C@H](CN(C)C(=O)Nc2ccc4c(c2)OCO4)[C@@H](C)CN([C@H](C)CO)C3=O)cc1	-4&-2	-11	-1.1&0.0	-8&5	13&-20	5&5	-8&-15	-0.2&0.4
19	CCCc1cc(=O)[nH]c(SCC(=O)Nc2oc(C)c3c(C)n[nH]c(=O)c23)n1	5	-8	0.0	-3	-13	4	-2	-1.7
20	CN(C)C(=O)CCc1ccc2c3c([nH]c2c1)[C@]1(CCC2CCCC2)[C@@H](C(=O)N2CCOCC2)C[C@H](CC(=O)NCCN2CCOCC2)C(=O)N1CC3	1	-2	-0.2	2	1	-1	1	nt

Printed as active in RAD52 anneal inh, of those listed so far:
entry | molecule | S100A4 inh HTS | RAD52 anneal inh | esBAF inh
16 | CN(Cc1ccccc1)c1cc2c(c3c1ccn3C)C1CCC2C1 (stereo not given) | -3 | 58* | 1

(next part)
No.	mol	RAD54 inh	FN deposit inh	Xi reactivation	S100A4 inh HTS	RAD52 anneal inh	esBAF inh	EWS-Fli inh	E-selectin induc
21	O=C(c1sccc1Br)N1CCN(Cc2ccc3c(c2)OCO3)CC1	20	3	0.0	11	-4	3	1	0.5
22	Cc1ccccc1-c1cnc2c(c1)C(=O)N([C@H](C)CO)C[C@H](C)[C@@H](CN(C)Cc1cncnc1)O2	-4	nt	0.4	7	1	4	1	0.2
23	Cc1ccc(C)c(N2CCN(C(=O)c3cc(S(=O)(=O)N4CCOCC4)ccc3F)CC2)c1	nt	0	0.3	-2	3	nt	17	-0.1
24	C[C@H]1CN([C@@H](C)CO)C(=O)c2cccc(NC(=O)Nc3cccc4ccccc34)c2O[C@@H]1CN(C)S(=O)(=O)c1ccc(Cl)cc1	3	nt	-0.8	5	14	-1	15	-0.3
25	CCCNC(=O)C[C@@H]1CC[C@H]2[C@@H](COC[C@@H](O)CN2C(=O)c2cccnc2)O1	0	3	0.3	-5	-2	-5	1	0.1
26	CO[C@H]1CN(C)C(=O)c2cc(NS(=O)(=O)CC(F)(F)F)ccc2OC[C@@H](C)N(CCC(F)(F)F)C[C@@H]1C	-1	-1	0.0	0	-7	2	0	-0.2
27	O=C(C[C@H]1CC[C@H]2[C@@H](COC[C@@H](O)CN2C(=O)c2ccc3c(c2)OCO3)O1)NCCN1CCCCC1	-3	-4	0.0	-7	-15	-5	-2	0.1
28	COc1ccc(Cl)cc1NC(=O)CSc1nnc(Cc2ccc(C)cc2)c(=O)[nH]1	-7	6	0.0	-5	-9	2	4	nt
29	CSc1ccc(S(=O)(=O)NCCCn2ccnc2)cc1	-3	5	0.1	2	-11	-2	1	nt
30	CN(C)CC(=O)N[C@@H]1CC[C@@H](CCn2cc(C3CCCCC3)nn2)O[C@H]1CO	-5	7	-0.4	-4	0	0	-1	-0.4
31	COc1cccc(CN2CCN(C(=S)NCc3ccc(Cl)cc3)CC2)c1	nt	12	0.0	-1	-13	-1	7	2.6
32	CC1CCCCC1NC(=O)COC(=O)CCC(=O)c1cccs1 (stereo not given)	-14	-6	0.0	1	-11	0	-5	nt
33	COc1ccc(S(=O)(=O)Nc2ccc3c(c2)C(=O)N([C@@H](C)CO)C[C@@H](C)[C@H](CN(C)C(=O)C2CCCCC2)OCCCC[C@H](C)O3)cc1	-1	nt	0.3	-4	4	7	9	0.2
34	CCOC(=O)C(=CNc1ccc2c(c1)c1ccccc1n2CC)C(=O)OCC	nt	9	-0.1	6	-18	nt	-11	nt
35	COc1ccc(CN(C)C(=O)c2ccc(NS(=O)(=O)c3ccc(F)cc3)cc2)c(OC)c1	-12	0	0.0	-6	2	4	4	nt
36	CCN(CC)S(=O)(=O)c1ccc(NCc2ccccn2)nc1	-12	-5	-0.1	-3	-6	-1	12	0.4
37	O=C1NC(=O)C(=C2CCCCCC2)S1	nt	-1	0.0	7	-16	nt	nt	-0.1
38	COCC#Cc1cnc2c(c1)C(=O)N([C@@H](C)CO)C[C@H](C)[C@H](CN(C)C(=O)CN1CCOCC1)O2	10	2	-0.6	12	10	0	1	0.3
39	O=C(CSc1ncccc1C(=O)O)NC1CCCCCCC1	-4	-8	0.1	3	-13	nt	4	-0.2
40	C[C@@H]1CCCCO[C@@H](CN(C)C(=O)c2ccccc2)[C@H](C)CN([C@H](C)CO)C(=O)c2cc(NS(=O)(=O)c3cn(C)cn3)ccc2O1	-7	2	0.5	4	-9	3	-7	0.0
41	CCc1cc(CNC(=O)CC2C(=O)NCCN2CC2CCCCC2)on1 (stereo not given)	nt	-8	-0.1	-11	-26	nt	14	nt
42	CCn1c(CC(=O)Nc2ccccc2)nnc1SCC(=O)Nc1nnc(C)s1	-3	-4	0.3	-2	-3	-4	1	-9.4
43	C[C@@H]1CCCCO[C@H](CN(C)C(=O)Nc2ccc(F)cc2)[C@@H](C)CN([C@H](C)CO)C(=O)c2cc(NC(=O)Nc3ccc4c(c3)OCO4)ccc2O1	12	nt	-1.2	-12	22	1	-8	0.0
44	COc1ccc(-c2ccc3n(c2=O)C[C@@H]2[C@@H](CO)[C@H](C(=O)NCCN4CCCCC4)N(C)[C@H]32)cc1	nt	nt	0.2	0	-9	nt	-7	0.1
45	CCOC(=O)c1c(N2C(=O)CC(Sc3ccccc3C(=O)O)C2=O)sc(C)c1C (stereo not given)	nt	0	nt	-1	-8	1	1	0.0
46	CCN(CC(=O)Nc1cc(Cl)ccc1C)C(=O)COc1ccccc1F	nt	3	0.1	-2	-14	nt	-5	nt
47	CN(C)c1ccc(-c2noc(C3CCN(S(=O)(=O)c4cccc(C(=O)O)c4)CC3)n2)cc1	-1	nt	nt	-5	-6	4	7	nt
48	Cc1ccc(S(=O)(=O)N2CCCCC2)cc1NC(=O)c1ccc(=O)[nH]c1	-6	4	0.0	0	-12	-3	-1	0.0
49	NC(=O)CC(NC(=O)Cc1ccc(Br)cc1)c1ccc(NC2CC3CCC2C3)c([N+](=O)[O-])c1 (stereo not given)	-5	2	2.2	2	-29	-12	1	0.1
50	Oc1c(Br)cc(Br)cc1C=NCc1ccc(F)cc1	nt	7	0.1	0	-19	nt	3	nt
51	COc1ccccc1-c1cn(CC[C@@H]2CC[C@H](NC(=O)NC(C)C)[C@H](CO)O2)nn1	5	0	1.4	15	-5	3	-4	1.2
52	O=C(OCc1ccc([N+](=O)[O-])cc1)C1CCN(S(=O)(=O)c2ccccc2)CC1	-5	-2	0.0	nt	nt	nt	nt	2.7
53	COc1ccc(/C=C/C(=O)Nc2cc(C(F)(F)F)ccc2Cl)cc1OC	-10	5	0.1	nt	nt	nt	nt	-0.5
54	CSc1nc(N2CCOCC2)cc(N2CCOCC2)n1	nt	5	0.0	-1	-10	nt	4	5.3
55	Cc1ccc(OCC(=O)NC(=S)Nc2ccccn2)c(Br)c1	-1	-4	0.1	-1	-12	nt	52*	-0.2
56	C[C@H]1CN([C@@H](C)CO)C(=O)c2cc(C#CC3(O)CCCC3)cnc2O[C@@H]1CN(C)Cc1cccnc1	-6	-9	-1.0	0	13	-2	1	0.8
57	O=C(NCc1ccc2c(c1)OCO2)Nc1ccc2ccccc2c1	3	9	-0.1	-1	-5	nt	12	nt
58	COc1cc(/C=C2\SC(N)=NC2=O)cc(Br)c1O	-14	-3	0.6	-2	-64	-2	-5	nt
59	COc1cc2c(c3oc(=O)cc(CC(=O)O)c13)CCC(C)(C)O2	-1	3	0.1	-4	1	-6	7	nt
60	C[C@H](CO)N1C[C@H](C)[C@H](CN(C)CC2CCCCC2)OCCCC[C@H](C)Oc2ccc(NC(=O)C3CCCCC3)cc2C1=O	2	nt	-1.2	-11	17	3	-9	1.6

Values by screen from the list.
Entries 50–59 in EWS-Fli inh: 3, -4, nt, nt, 4, 52*, 1, 12, -5, 7

The listing continues.
No.	mol	RAD54 inh	FN deposit inh	Xi reactivation	S100A4 inh HTS	RAD52 anneal inh	esBAF inh	EWS-Fli inh	E-selectin induc
61	CN(Cc1ccc(F)cc1)C(=O)c1ccc(NC(=O)CC2SC(N3CCCC3)=NC2=O)cc1 (stereo not given)	-6	6	-0.1	-1	-18	-5	2	0.3
62	CC(C(=O)Nc1cccc(C#N)c1)N(C)CCOc1ccccc1 (stereo not given)	1	8	0.0	-8	4	0	-5	nt
63	C[C@@H]1CN([C@H](C)CO)C(=O)c2cccc(NC(=O)c3ccc(-c4nccs4)cc3)c2O[C@@H]1CN(C)Cc1ccc2c(c1)OCO2	-19	nt	0.0	-25	-6	3	-5	0.6
64	CC1=C(CC(=O)NCC(=O)NCC(=O)O)c2cc(F)ccc2/C1=C/c1ccc(S(C)=O)cc1 (stereo not given)	-10	-1	0.2	5	-7	2	4	0.0
65	CCNC(=O)NC(=O)C(C)OC(=O)CCS(=O)(=O)c1ccc(C)cc1 (stereo not given)	nt	-6	1.3	6	10	nt	7	-0.5

Assay outcomes (PubChem)
